CXCR6 block = CXCR6 (human) receptor inhibition. CHO-K1 PathHunter CXCR6 beta-arrestin, luminescence. actives 0.36% (n = 360,000). inhibition, % at 20 µM; in the data active = inhibition above about 34%, passing the limit was not always enough;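 also: antagonist mode with CXCL16 agonist at 10 nM final; 0% = 10 nM CXCL16 with DMSO and 100% = unstimulated wells without agonist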
Target sequence (O00574 whole entry, looked up): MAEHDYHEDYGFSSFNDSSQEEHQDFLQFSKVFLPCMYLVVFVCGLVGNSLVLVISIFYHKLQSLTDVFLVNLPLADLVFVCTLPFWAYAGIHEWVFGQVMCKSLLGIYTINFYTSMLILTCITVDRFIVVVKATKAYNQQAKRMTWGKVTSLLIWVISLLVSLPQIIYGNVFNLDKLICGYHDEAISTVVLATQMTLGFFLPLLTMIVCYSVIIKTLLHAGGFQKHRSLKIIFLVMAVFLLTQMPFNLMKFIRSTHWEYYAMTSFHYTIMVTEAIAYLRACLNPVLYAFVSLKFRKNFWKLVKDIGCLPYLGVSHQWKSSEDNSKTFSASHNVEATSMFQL
Numbers without * were called inactive; & = joins results of further samples. A portion of the library; the hit share may differ from the screen's.

SMILES	CXCR6 block
CCC(=O)Nc1ccc(Cl)c(Cl)c1	-11
COc1ccc(C(SCC(NC(=O)OCc2ccccc2)C(=O)O)c2ccc(OC)cc2)cc1 (stereo unspecified)	3
CN1C(=O)N(C)C(=O)C(NS(=O)(=O)c2ccc(N)cc2)(c2ccccc2)C1=O	-4
c1ccc2[nH]c(CCN3CCCCC3)nc2c1	-5
CC(CC(C#N)(c1ccccc1)c1ccccc1)N1CCOCC1 (stereo unspecified)	-12
C[C@]12CCC3C(CC[C@H]4C[C@H](O)CC[C@]34C)C1C[C@@H](O)[C@H]2O (stereo partly specified)	-2
CSCCC(c1nnnn1C1CCCCC1)N1CCC(n2c(=O)[nH]c3ccccc32)CC1 (stereo unspecified)	-9
CN1CCN(c2ccc([N+](=O)[O-])c3no[n+]([O-])c23)CC1	8
COC(=O)C1=C(c2ccc(OCc3ccccc3)cc2)C[C@@H]2CC[C@H]1N2C(=O)NCc1ccc(F)cc1	8
Cc1cccc(C)c1-n1nnnc1C(C1CC1)N1CCC(n2c(=O)[nH]c3ccccc32)CC1 (stereo unspecified)	6
O=c1[nH]c2ccccc2n1C1CCN(C(CCc2ccccc2)c2nnnn2C2CCCCC2)CC1 (stereo unspecified)	3
Cc1ccc(CN2CCC3CCC(C3)C2)c(O)c1 (stereo unspecified)	-2
O=C1NC(=S)SC1=Cc1ccc(N(CCCl)CCCl)cc1	25
CCOC(=O)[C@]12Cc3ccccc3[C@H]1N(C1CCCCC1)C(=O)c1cc(OC)ccc12	7
CC[C@H]1CN2CCC1C[C@@H]2[C@@H](O)c1ccnc2ccc(OC)cc12 (stereo partly specified)	0
CCOC(=O)[C@]12Cc3c(cc(OC)c(OC)c3OC)[C@H]1N(C(C)C)C(=O)c1cc(OC)ccc12	-7
COc1ccc(-n2nnnc2C(CCSC)N2CCC(n3c(=O)[nH]c4ccccc43)CC2)cc1 (stereo unspecified)	2
CC(=O)C1CCC2C3C(N4CC4)CC4=CC(=O)CCC4(C)C3CCC12C (stereo unspecified)	-13
CS(=O)(=O)CCN1CC2CCCC(C2)C1	5
CCOC(=O)CNC(=O)N1Cc2ccccc2-n2nncc2C1	0
CCOP(=S)(OCC)SCSP(=S)(OCC)OCC	10
CCOC(=O)[C@]12Cc3cc4c(cc3[C@H]1N(Cc1ccccc1)C(=O)c1ccccc12)OCO4	23
Cc1cc(N(CCCl)CCCl)ccc1C=NNC(=O)c1cccnc1	-2
NC(Cc1ccc(F)cc1)c1csc(Nc2ccccn2)n1 (stereo unspecified)	-1
COc1cccc(C)c1NC1=NCCO1	1
COP(=S)(OC)Oc1ccc(SC)c(C)c1	6
CC(CCN1CC1)=NNC(=O)Nc1cccc2ccccc12	-3
O=C1NC(=S)NC(=O)C1Cc1ccccc1O	-4
CCOC(=O)[C@]12Cc3ccc(C)cc3[C@H]1N(C1CCCCC1)C(=O)c1ccccc12	19
CN=C1CN(O)C(c2ccccc2)c2cc(Cl)ccc2N1 (stereo unspecified)	4
CC(CC(C)(C)N1CC1)=NNC(=O)Nc1cccc2ccccc12	-1
Cc1cccc(-n2c(O)c(C)c(=O)[nH]c2=S)c1	-10
CC12CCC(O)CC1CCC1C2CCC2(C)C(C(=O)CO)CCC12 (stereo unspecified)	-4
O=C1NC(=S)NC(=O)C1=Cc1cccn1-c1ccc(O)cc1	7
COC(=O)C1=C(c2ccccc2OCc2ccccc2)C[C@@H]2CC[C@H]1N2C	8
N=c1sccn1Cc1ccccc1F	0

By substructure, those above containing a carbonyl joined to an NH by a bond outside any ring (seven)
SMILES	CXCR6 block
CCC(=O)Nc1ccc(Cl)c(Cl)c1	-11
COc1ccc(C(SCC(NC(=O)OCc2ccccc2)C(=O)O)c2ccc(OC)cc2)cc1 (stereo unspecified)	3
COC(=O)C1=C(c2ccc(OCc3ccccc3)cc2)C[C@@H]2CC[C@H]1N2C(=O)NCc1ccc(F)cc1	8
CCOC(=O)CNC(=O)N1Cc2ccccc2-n2nncc2C1	0
Cc1cc(N(CCCl)CCCl)ccc1C=NNC(=O)c1cccnc1	-2
CC(CCN1CC1)=NNC(=O)Nc1cccc2ccccc12	-3
CC(CC(C)(C)N1CC1)=NNC(=O)Nc1cccc2ccccc12	-1

(cont.)
SMILES	CXCR6 block
Cc1ccc(OC(=O)N(C)C[C@@H]2OCc3cnnn3CCCC(=O)N([C@H](C)CO)C[C@@H]2C)cc1	-8
O=C1NC(=O)C(C2CCCCCC2)C(=O)N1	7
CC(Cc1ccccc1)N(C)CC1C(=O)C2CCC1C2 (stereo unspecified)	4
COc1cc2oc(=O)c(CC(=O)N3C[C@H]4C[C@@H](C3)c3cccc(=O)n3C4)c(C)c2cc1Cl	6
CC1CN(c2ccccn2)C(C)CN1C(=O)C(O)(c1ccccc1)c1ccccc1 (stereo unspecified)	2
COc1ccc(OC)c(NP(=O)(Oc2ccccc2)Oc2ccccc2)c1	14
C[C@@H]1CN([C@H](C)CO)C(=O)CCCn2nncc2CO[C@H]1CN(C)C(=O)Oc1ccc2ccccc2c1	-3
CCOC(=O)[C@]12Cc3cc4ccccc4cc3[C@H]1N(Cc1ccccc1)C(=O)c1ccccc12	8
CC12C=CC(=O)C=C1CCC1C2C(=O)CC2(C)C(=O)CCC12 (stereo unspecified)	0
COCC(=O)N1Cc2ccccc2-n2nncc2C1	-4
CCOC(=O)[C@]12Cc3c(cc(OC)c(OC)c3OC)[C@H]1N(C)C(=O)c1cc(OC)ccc12	-15
COc1ccc(C(=O)C2CCCN(CC3CCCCC3)C2)cc1OC (stereo unspecified)	11
Cc1ccc(N)cc1Cl	-2
CCOP(=O)(Nc1ccc2c(c1)C(=NNC(N)=S)c1ccccc1-2)OCC	3
CS(=O)(=O)c1ccc(C2=C(CNC(=O)c3ccncc3)[C@H]3CC[C@@H](C2)N3CCOc2ccccc2)cc1	-5
COC(COC(N)=O)C1=C(N2CC2)C(=O)C(C)=C(N2CC2)C1=O (stereo unspecified)	-17
COC(=O)C1=C(C(=O)OC)SC2(S1)C(C(=O)OC)=C(C(=O)OC)Sc1c2ssc1=O	68*
CC1=C(N2CC2)C(=O)C(CO)=C(N2CC2)C1=O	8
CCOC(=O)[C@]12Cc3cc(Cl)ccc3[C@H]1N(C1CCCCC1)C(=O)c1cc(OC)ccc12	42*
CCCCCN1C(=O)c2cc(OC)ccc2[C@@]2(C(=O)OCC)Cc3cc(Cl)ccc3[C@@H]12	18
c1ccc(C(c2ccccc2)c2ccncc2)cc1	4
C[C@]12CC[C@H](O)C[C@@H]1CC[C@H]1[C@H]3CCC(=O)[C@@]3(C)CC[C@@H]12	-7
COc1ccc(OC(=O)N(C)C[C@@H]2OCc3cnnn3CCCC(=O)N([C@H](C)CO)C[C@H]2C)cc1	5
CN(C)CC1Oc2ccccc2OC1(O)c1ccccc1 (stereo unspecified)	12
Fc1ccc(N2Cc3ccccc3-n3nncc3C2)cc1	13
COc1cc(C2c3cc(O)c(OC)cc3CC3C(=O)OCC32)ccc1O (stereo unspecified)	-4
CC12CCC(O)CC1CCC1C2CCC2(C)C(C3=CC(=O)OC3)C(O)CC12O (stereo unspecified)	-1
O=C1CC23c4ccccc4N4C(=O)CC5OCC=C6CN1C2CC6C5C43 (stereo unspecified)	-4
NC(Cc1ccc(F)cc1)c1csc(Nc2cnccn2)n1 (stereo unspecified)	-5
S=C(NCCc1ccccc1)N1Cc2cc(N3CCCCC3)ccc2-n2nncc2C1	-2
CC(C)CN(CC(C)C)C(=O)C1C2c3ccccc3C(c3ccccc32)C1C(=O)O (stereo unspecified)	-1
CCOC(=O)[C@]12Cc3cc(Cl)ccc3[C@H]1N(C)C(=O)c1cc(OC)ccc12	-12
CC(=O)OC1CC(OC2C(O)CC(OC3C(O)CC(OC4CCC5(C)C(CCC6C5CCC5(C)C(C7=CC(=O)OC7)CCC65O)C4)OC3C)OC2C)OC(C)C1OC1OC(CO)C(O)C(O)C1O (stereo unspecified)	-7
CCOC(=O)[C@]12Cc3cc(C)ccc3[C@H]1N(Cc1ccccc1)C(=O)c1cc(OC)ccc12	8
Cc1cc(Br)cn2c(CC(=O)N3CCCCC3)c(-c3ccc(F)cc3)nc12	-2
O=C1NC(=O)C(CCOc2ccccc2)(CCc2ccccc2)C(=O)N1	-10
CCC1(C)OC(c2ccccc2)=C/C(=C/C=C2C(=O)NC(=O)NC2=O)O1 (stereo unspecified)	5
C[C@H](CO)N1C[C@H](C)[C@@H](CN(C)C(=O)Oc2ccc3ccccc3c2)OCc2cn(nn2)CCCC1=O	-1
CCN(CCCl)c1cc(CN(C)C)cc(NC(=O)c2ccc(C(=O)Nc3cc(CN(C)C)cc(N(CC)CCCl)c3)cc2)c1	-7
CC1=CC(O)C(O)C2(C)C1CC1OC(=O)C(O)C3C(C)C(O)C4(O)OCC13C42 (stereo unspecified)	0
O=S(=O)(c1cc(Cl)cc(Cl)c1)N1Cc2cc(-c3cccc(F)c3)ccc2-n2nncc2C1	4
c1ccc(CNC2CCCCCCC2)cc1 (tested in a mixture with another compound)	-5
O=C(c1cccnc1)N1Cc2ccccc2-n2nncc2C1	4
CC1(C)CN=C(NCc2ccccc2)S1	-19
Cc1c(P(=S)(c2ccccc2)c2ccccc2)[n+]2ccccc2n1C	-4&-2
N#C/C(=C\c1cccc(O)c1)C(=O)O	2
O=c1c2ccccc2[nH]c(=S)n1-c1cccc(C(F)(F)F)c1	-7
Cc1ccccc1OP(=O)(Oc1ccccc1C)N1CCOCC1	4
Cc1nc2ccccc2c(=O)n1-c1nccs1	6
CCCC1(CC(C)C)C(=O)NC(=S)NC1=O	8
COc1ccc(NC2Oc3cc4c(cc3C(c3cc(OC)c(OC)c(OC)c3)C2C)OCO4)cc1 (stereo unspecified)	-8
CCCCC1(CC)COP(=O)(OCC(Cl)(Cl)Cl)OC1 (stereo unspecified)	-7
C[C@]12CCC(=O)C=C1CC[C@@H]1[C@@H]2CC[C@@]2(C)[C@H]1CC[C@]2(C)O	-9
COC(=O)[C@@]1(Sc2ccc(C)cc2)CC(=O)N(P(=O)(OC)OC)[C@@H]1c1ccccc1	-6
COc1ccc(CN2Cc3cnnn3-c3ccccc3C2C#N)cc1 (stereo unspecified)	0
CN(C)C1CCc2[nH]c3c(F)cc(F)cc3c2C1 (stereo unspecified)	-4
CC1=CC2OC3CC4OC(=O)C=CC=CC(=O)OCCC(C)C(O)C(=O)OCC2(CC1)C4(C)C31CO1 (stereo unspecified)	6
CO[C@H]1C=CCCC=CC(=O)O[C@H]([C@H](C)C(=O)CCCC2CC(=O)NC(=O)C2)C(C)=C[C@@H](C)[C@@H]1O	0
CCCCCCCCCCOC(=O)CCN1CC1	0
COC1C(O)C(C)OC(OC2C(Oc3cccc4c(O)c5c(=O)oc6ccc(C)c7c(=O)oc(c34)c5c67)OC(C)C(O)C2O)C1O (stereo unspecified)	8

Given bar-delimited: entries from further up
smiles | CXCR6 block
CCCC1(CC(C)C)C(=O)NC(=S)NC1=O | 8
COc1ccc(NC2Oc3cc4c(cc3C(c3cc(OC)c(OC)c(OC)c3)C2C)OCO4)cc1 (stereo unspecified) | -8
CCCCC1(CC)COP(=O)(OCC(Cl)(Cl)Cl)OC1 (stereo unspecified) | -7
C[C@]12CCC(=O)C=C1CC[C@@H]1[C@@H]2CC[C@@]2(C)[C@H]1CC[C@]2(C)O | -9
COC(=O)[C@@]1(Sc2ccc(C)cc2)CC(=O)N(P(=O)(OC)OC)[C@@H]1c1ccccc1 | -6

Next part:
SMILES	CXCR6 block
CCCCn1nnnc1C(CC)N1CCC2(CC1)C(=O)NCN2c1ccccc1 (stereo unspecified)	-4
CC(C)CCC1(CCO)C(=O)NC(=S)NC1=O	6
CCOC(=O)[C@]12Cc3cc(Cl)ccc3[C@H]1N(Cc1ccccc1)C(=O)c1cc(OC)ccc12	14
Cc1nnc2ccc(N3CCN(C)CC3)nn12	-7
O=C(N1CCCCCC1)N1CC1	-1
O=C1NCN(c2ccccc2)C12CCN(C(c1cccs1)c1nnnn1C1CCCCC1)CC2 (stereo unspecified)	-4
Cc1ccc(N)cc1C	4
CCN(CC)c1ccc(/C=N/c2sc3c(c2C#N)C2CCN3CC2)c(O)c1	15
CN(C)c1ccc(C=C2C(=O)NC(=S)NC2=O)cc1	8
NC(=O)c1ccc(N)nc1	2
COc1ccc(CN(CCc2c[nH]c3ccccc23)Cc2ccc(OC)cc2)cc1	9
S=P(N1CCOCC1)(N1CC1)N1CC1	5
O=C1NCN(c2ccccc2)C12CCN(C(c1cc3ccccc3o1)c1nnnn1Cc1ccccc1)CC2 (stereo unspecified)	-5
C=Cc1cc(OC)c2c(c1)c(=O)oc1c2cc(OC)c2c(O)ccc(C3OC(C)C(O)C(C)(O)C3O)c21 (stereo unspecified)	0
CN(C)CCN(CC1CCCN(Cc2ccccc2F)C1)C(=O)Cc1ccccc1F (stereo unspecified)	-2
COC(=O)C1=C(c2ccc(OCc3ccccc3)cc2)C[C@@H]2CC[C@H]1N2C	3
O=C(CCc1ccccc1)N1Cc2cc(-c3ccccc3)ccc2-n2nncc2C1	2
O=C1NCN(c2ccccc2)C12CCN(C(c1cccc3ccccc13)c1nnnn1-c1ccc3c(c1)OCCO3)CC2 (stereo unspecified)	-3
CC1CCCCC12C(=O)NC(=O)NC2=O (stereo unspecified)	10
COc1ccc(-c2ccc3c(c2)CN(C(=S)NCCc2ccccc2)Cc2cnnn2-3)cc1	-9
NC1=NC(=O)N2CC12 (stereo unspecified)	7
Cc1ncoc1C(=O)NCC1=C(c2ccc3ccccc3c2)C[C@@H]2CC[C@H]1N2Cc1ccco1	6
C=CC1CN2CCC1CC2C(O)c1ccnc2ccccc12 (stereo unspecified)	-1

Screens from PubChem BioAssay.
